From PubChem
TAAR1 agonist – human TAAR1 agonism | CHO RD-HGA16 TAAR1, Fluo-8 calcium fluorescence; vehicle wells 0%, saturating PEA agonist 100% | activation, % at 3 µM | actives 0.99% (n = 360,000) | AID 624467;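 active = activation above the mean activation of all test compounds in the run plus 3 SD, cut at about 38% in these data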
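test system = CHO RD-HGA16 cells carrying human TAAR1 plus Gα16 | schedule = 17-24 h seeding, 75 min 37 °C dye, 30 min RT | compound dosing = 3 µM single concentration | control set = DMSO and PEA EC100 | replicates = n 1 | signal = Fluo-8 fluorescence, 5 s baseline then 140 s kinetic read | measure = percent activation vs PEA EC100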
CHO-K1 Ca ag – counter-screen for M1 agonists: effect in parental CHO-K1 cells; Fluo-8 calcium fluorescence; scaled to maximal ATP response, vehicle zero; activation, % at 3 µM; actives 0.48% (n = 360,000); in the data active = activation above about 15%;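 also: untransfected CHO-K1 host cells lacking M1 receptor as counterscreen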
M1 ag – human M1 muscarinic receptor agonism; CHO-K1 hM1, Fluo-8 calcium fluorescence, agonist mode; 0% DMSO, 100% acetylcholine EC100; AID 588814; activation, % at 3 µM; P11229; actives 0.33% (n = 360,000);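 active = activation above the run's mean compound activation plus 3 SD, cut at about 16% in these data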;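 also: peak over basal fluorescence ratio within a 140 s kinetic read after compound addition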
Target sequence (P11229 whole entry, looked up): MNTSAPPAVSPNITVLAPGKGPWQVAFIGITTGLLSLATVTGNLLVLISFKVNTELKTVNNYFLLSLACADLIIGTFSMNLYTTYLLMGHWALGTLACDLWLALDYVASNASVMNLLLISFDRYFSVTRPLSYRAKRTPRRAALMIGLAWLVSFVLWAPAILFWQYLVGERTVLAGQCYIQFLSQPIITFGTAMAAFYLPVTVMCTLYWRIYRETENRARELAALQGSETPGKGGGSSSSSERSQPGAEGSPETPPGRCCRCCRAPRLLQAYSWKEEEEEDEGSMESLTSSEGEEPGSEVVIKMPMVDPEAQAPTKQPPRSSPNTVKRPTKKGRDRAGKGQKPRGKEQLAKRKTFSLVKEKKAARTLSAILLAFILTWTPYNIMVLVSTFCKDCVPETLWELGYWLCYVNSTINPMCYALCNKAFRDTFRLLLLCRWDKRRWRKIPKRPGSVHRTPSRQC
CHO-K1 Ca PAM – counter-screen for M1 PAMs: effect in parental CHO-K1 cells; AID 602247; ATP EC20, Fluo-8 calcium fluorescence; 0% at ATP EC20, 100% at ATP max; actives 0.02% (n = 360,000); activation, % at 3 µM;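 active = activation above the run cutoff, the mean activation of all test compounds plus 3 SD, cut at about 40% in these data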;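 also: peak over basal fluorescence ratio in a 140 s read after ATP addition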
CHO parental Ca – counter-screen for OX1R antagonists: effect in parental CHO cells; actives 0.63% (n = 330,000); inhibition, % at 5.6 µM; AID 463079; parental CHO-K1, ATP-induced calcium, Fluo-8 fluorescence;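 active = inhibition above that plate's mean sample inhibition plus 3 SD, cut at about 26% in these data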;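 also: 0% = ATP-challenged DMSO wells and 100% = DMSO wells without ATP; some compounds past the cut are filed as inactive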
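Assay system – parental CHO cells · Reagent – ATP stimulus · Detection – intracellular calcium via Fluo-8 no-wash fluorescent dye · Evaluation – percent inhibition of ATP-evoked calcium rise, normalized to controls · Controls – ATP wells versus no-ATP DMSO wells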
TAAR1 antagonist – antagonists of human TAAR1 | actives 1.5% (n = 360,000) | inhibition, % at 3 µM | Q96RJ0 | CHO RD-HGA16 TAAR1, Fluo-8 calcium fluorescence, antagonist;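 active = inhibition above a per-plate cutoff, the mean inhibition of test compounds on that plate plus 3 SD, cut at about 49% in these data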;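 also: 0% = DMSO plus EC80 beta-PEA response and 100% = DMSO alone without agonist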
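Test system – hTAAR1-expressing CHO RD-HGA16 cells, Gα16-coupled · Also added – β-PEA at EC80 concentration, post-compound challenge · Compound – 3 µM, single point · Incubation – dye loading 75 min at 37 °C, then 30 min room temperature · Measured by – Fluo-8 intracellular calcium dye fluorescence, real-time kinetic reads · Benchmarks – vehicle and agonist controls · Replicates – singlicate, one well per test compound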
CHO-K1 Ca antag – nonselective inhibitor or artifact in parental CHO-K1 cells; ATP-induced calcium, Fluo-8 fluorescence; inhibition, % at 3 µM; actives 0.6% (n = 360,000); AID 602250;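 active = inhibition above a per-plate cutoff, the plate's mean sample inhibition plus 3 SD, cut at about 24% in these data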;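 also: 0% = DMSO plus EC80 ATP and 100% = DMSO alone without ATP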
OXTR potentiate – potentiates the human oxytocin receptor response; P30559; CHO-OTR cells, Fluo-8 calcium fluorescence, potentiator mode; 0% = oxytocin EC15, 100% = EC100; activation, % at 3 µM; actives 0.061% (n = 320,000); AID 2445;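 active = activation above that plate's cutoff, the mean activation of tested compounds plus 3 SD, cut at about 6.6% in these data, passing the limit was not always enough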;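 also: 100% uses oxytocin at 75 nM as the full agonist control; some results filed as inactive read as strong as hits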
Target sequence (P30559 whole entry, looked up): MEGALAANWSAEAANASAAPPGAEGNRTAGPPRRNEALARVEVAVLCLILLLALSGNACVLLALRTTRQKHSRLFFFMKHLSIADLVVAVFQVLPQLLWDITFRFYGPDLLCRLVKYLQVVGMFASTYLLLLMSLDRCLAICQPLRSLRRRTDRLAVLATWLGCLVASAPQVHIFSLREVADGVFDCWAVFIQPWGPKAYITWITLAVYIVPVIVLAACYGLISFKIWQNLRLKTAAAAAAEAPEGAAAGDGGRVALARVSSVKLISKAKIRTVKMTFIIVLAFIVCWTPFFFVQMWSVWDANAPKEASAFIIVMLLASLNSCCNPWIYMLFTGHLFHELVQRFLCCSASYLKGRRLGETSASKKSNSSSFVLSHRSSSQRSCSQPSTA
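System: human OTR in CHO cells / Also added: sub-maximal oxytocin, roughly EC15 / Control set: EC15 oxytocin low, 75 nM oxytocin high / Schedule: 6 min compound pre-incubation at room temperature, 100 s kinetic read / Compound: single-point 3.0 µM / Replication: singlicate / Technique: Fluo-8 calcium dye fluorescence / Read-out basis: % activation of max/min ratio relative to oxytocin controls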
M1 antag – blocks human M1 muscarinic receptor; actives 1.3% (n = 360,000); CHO-K1 hM1, Fluo-8 calcium fluorescence, ACh EC80 antagonist; P11229; inhibition, % at 3 µM;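 active = percent inhibition above its own plate's cutoff, namely the mean of that plate's compound wells plus 3 SD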;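 also: peak over basal fluorescence ratio during 140 s after agonist addition; 0% = ACh EC80 plus DMSO and 100% = DMSO alone without agonist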
* hit, by the source's call; · = not tested or not shown.

Start of the data: the first 2 compounds (preview)
nr	Molecule	TAAR1 agonist	CHO-K1 Ca ag	M1 ag	CHO-K1 Ca PAM	CHO parental Ca	TAAR1 antagonist	CHO-K1 Ca antag	OXTR potentiate	M1 antag
1	CCn1nc(CC(C)C)cc1C(=O)N1CCCC(Nc2ccc(OC)cc2)C1 (stereo not drawn)	3	0.2	-2	5	16	-16	-14	-9	-10
2	COc1cc(/C=C/C(=O)Nc2ccc3nc4n(c(=O)c3c2)CCCC4)cc(OC)c1OC	5	1.5	-3	22	-9	-1	-19	-19	-4

The whole of this part, repeating the preview:
nr	Molecule	TAAR1 agonist	CHO-K1 Ca ag	M1 ag	CHO-K1 Ca PAM	CHO parental Ca	TAAR1 antagonist	CHO-K1 Ca antag	OXTR potentiate	M1 antag
1	CCn1nc(CC(C)C)cc1C(=O)N1CCCC(Nc2ccc(OC)cc2)C1 (stereo not drawn)	3	0.2	-2	5	16	-16	-14	-9	-10
2	COc1cc(/C=C/C(=O)Nc2ccc3nc4n(c(=O)c3c2)CCCC4)cc(OC)c1OC	5	1.5	-3	22	-9	-1	-19	-19	-4
3	N#CCSc1ncnc2c1cnn2CCO	3	0.5	-1	14	-1	-2	-7	-9	-9
4	COc1cccc(C(=O)CSc2nnnn2C)c1	17	0.2	-3	10	-4	-8	-6	-12	-6
5	CCCCCCNC(=O)CCCCCNS(=O)(=O)c1ccc(Br)cc1	9	0.9	-2	6	-18	12	-12	-11	-1
6	Cc1cccc(CNC(=O)c2ccccc2N)c1	11	-0.1	-4	1	0	8	-9	2	-4
7	CCOC(=O)C1=C(COC(=O)Cc2ccc(Br)cc2)NC(=O)NC1C (stereo not drawn)	9	9.1	-1	2	-13	69*	-3	-12	3
8	CCOC(=O)c1cnc2ccccc2c1Nc1cc(C(=O)O)ccc1C	4	-0.1	-14	4	3	0	0	-4	0
9	CC(C)Cc1nnc(NC(=O)CCC(=O)Nc2ccc(Cl)cc2)s1	2	0.4	1	-14	-13	1	-2	0	-11
10	Cc1nc(NS(=O)(=O)c2cccs2)c2c3c(sc2n1)CCC3	1	-0.1	-2	7	-3	-11	-14	-10	-15
11	Cc1cc(C)c(C)c(S(=O)(=O)NCC(=O)Nc2ccc(F)cc2)c1C	-1	2.1	-3	7	0	2	0	-9	-2
12	Cc1ccccc1-c1cc2nc(NCc3cccnc3)n(C)c(=O)c2s1	2	0.3	-2	0	·	0	0	·	-4
13	Cc1c(CN2CCC(CO)(CCOc3ccccc3)CC2)c(=O)n(-c2ccccc2)n1C	1	-0.2	-13	3	-15	-13	7	6	-11
14	CN1CCN(c2nc(-c3ccccc3)nc(-c3ccccc3)c2C#N)CC1	13	-0.2	-3	7	-23	7	6	3	-3
15	CC(=O)N1CCc2cc(Br)cc(S(=O)(=O)NCCCN3CCC(C)CC3)c21	15	-0.3	-2	17	-1	12	-5	-2	-6
16	CCN1CCN(c2nc(Nc3ccc(C)c(C)c3)nc(N)c2[N+](=O)[O-])CC1	3	0.0	-11	16	1	-22	-4	-8	-10
17	COc1ccc(CC(=O)NNC(=O)c2ccc(NC(C)=O)cc2)cc1	4	0.0	-4	10	-10	9	10	-5	-14
18	CCC(=O)N1CCc2cc(Br)c(S(=O)(=O)CCC(=O)NCCOC)cc21	1	0.7	-3	18	·	-16	0	·	-4
19	CCC(Sc1nc2n[nH]c(C)c2c(=N)n1-c1cc(Cl)ccc1C)C(=O)N1CCOCC1 (stereo not drawn)	5	0.7	-1	27	-8	-4	-9	-8	-22
20	C/C(CC1(O)C(=O)N(C)c2ccccc21)=N\O (stereo not drawn)	1	0.5	-6	7	2	16	-8	-6	-9

Next structures.
nr	Molecule	TAAR1 agonist	CHO-K1 Ca ag	M1 ag	CHO-K1 Ca PAM	CHO parental Ca	TAAR1 antagonist	CHO-K1 Ca antag	OXTR potentiate	M1 antag
21	O=C(c1ccc(Cl)cc1)n1cnc2ccccc21	2	0.8	0	10	-2	-9	-12	-2	-8
22	CC1(C)Cc2noc(N)c2C(C)(C)N1OC(=O)c1scc2c1OCCO2	4	-0.2	0	-2	10	4	7	-4	-22
23	Cc1cccc(NC(=O)Nc2ccccn2)c1C	-1	0.0	8	17	-12	-3	-19	-5	-38
24	CC(Oc1ccc(Cl)cc1Cl)C(=O)NCCCN1CCOCC1 (stereo not drawn)	1	-0.1	-5	-9	-7	-8	11	-9	-3
25	CCOC(=O)Cc1nn(CC)c(=O)c2ccccc12	3	0.1	-3	-3	-2	9	-11	1	2
26	O=C(OCC1CCNCC1)c1ccc2c(c1)OCO2	4	0.2	-5	10	·	-7	-17	·	-13
27	CCOC(=O)N1CCN(C(=O)c2n[nH]c(=O)c3ccccc23)CC1	0	0.4	-3	15	7	-5	-6	-9	-22
28	Cc1cc(CN2C(=O)c3ccccc3C2=O)no1	-1	-0.5	-4	-5	5	10	4	2	7
29	COc1ccc(NC(=O)CN(C)C(=O)CCCc2nc3ccccc3s2)cc1	0	0.3	-3	-10	-7	-29	1	-8	-9
30	Cc1ccc(NC(=O)Cc2cccs2)cc1Cl	1	2.3	-4	16	·	9	-7	·	-11
31	Cc1ccc(S(=O)(=O)N(C)c2ccc(C(=O)Nc3cccnc3)cc2)cc1	1	4.4	-3	-29	-7	3	-11	-10	3
32	O=C(NN1C(=O)c2ccccc2C1=O)c1ccccc1[N+](=O)[O-]	7	0.2	-3	6	5	-4	-15	2	-2
33	CC(C)NC(=O)C1(C)CCN1C(=O)c1ccccc1Oc1ccccc1 (stereo not drawn)	0	0.4	-1	14	·	-2	-3	·	-9
34	CC(NC(=O)C1CCCN(S(=O)(=O)c2cccc3nonc23)C1)c1ccccc1 (stereo not drawn)	5	0.1	-4	7	-17	1	6	5	-10
35	c1ccc2[nH]c(CSc3nnc(-c4ccncc4)o3)nc2c1	2	0.7	-2	11	-11	2	2	-2	-6
36	O=S(=O)(Nc1ccccc1Cl)c1cccc2nsnc12	0	0.0	-4	-21	-11	0	14	-3	-21
37	c1nc(N2CCCCC2)c2[nH]cnc2n1	0	0.8	-4	16	-4	-4	7	-2	-13
38	O=C(NC(=S)Nc1ccccn1)c1cc(-c2ccccc2)nc2ccccc12	1	2.0	-5	12	-14	23	-2	-5	10
39	Cc1cc(OCc2nnc(SCC(=O)OC3CCCCC3)o2)ccc1Cl	15	0.1	-3	6	6	1	2	3	5
40	COc1ccc(C2NCCn3cccc32)cc1 (stereo not drawn)	14	0.4	-6	-1	-8	-14	4	-4	2

(next part)
nr	Molecule	TAAR1 agonist	CHO-K1 Ca ag	M1 ag	CHO-K1 Ca PAM	CHO parental Ca	TAAR1 antagonist	CHO-K1 Ca antag	OXTR potentiate	M1 antag
41	CC(C)C1C(C#N)=C(N)Oc2n[nH]c(-c3cccs3)c21 (stereo not drawn)	16	5.0	1	2	-12	-3	3	-12	-2
42	COc1ccc(CCN(Cc2nc3ccccc3c(=O)[nH]2)C(=O)c2ccco2)cc1OC	9	0.6	-1	12	-8	7	-5	-10	4
43	CCc1ccc(C(=O)N2CCC(c3nc4ccccc4s3)CC2)cc1	17	2.1	-3	7	-12	-5	-13	-16	-7
44	COc1cc(/C=C(/NC(C)=O)C(=O)O)cc(Cl)c1OCc1ccc(Br)cc1	7	-0.3	-3	9	-4	-9	-6	-1	-11
45	O=C(CC1(O)C(=O)Nc2ccccc21)c1ccc(-n2cccc2)cc1 (stereo not drawn)	1	0.6	-4	16	-3	-6	-7	-6	-6
46	COc1ccc(-c2nnc(SCC(=O)NCC3CCCO3)n2C)cc1 (stereo not drawn)	6	0.4	-6	18	5	9	-9	-5	-11
47	CCC(NC(=O)c1cc(COc2cc(C)c(Cl)c(C)c2)on1)c1ccncc1 (stereo not drawn)	43*	17*	13	2	17	35	3	-15	12
48	Cn1c(=O)c2c(SCC(=O)N3CCN(c4ccccc4)CC3)nc(C3CC3)nc2n(C)c1=O	4	1.5	0	18	-16	-21	-3	-5	-16
49	COC(=O)CC1=NN(c2ccccc2)C(=O)/C1=C\c1ccc(OC)cc1	3	0.8	-3	18	0	-2	-5	1	-6
50	CCC(=O)N(Cc1cc2cc(OC)ccc2[nH]c1=O)c1cc(C)ccc1C	9	1.8	4	17	-25	-5	-1	-21	-2
51	CC[C@]12c3[nH]c4cc(CCC(=O)N(C)C)ccc4c3CCN1C(=O)[C@@H](CC(=O)NCCCn1ccnc1)C[C@@H]2C(=O)N1CCN(C(=O)c2ccco2)CC1	0	0.4	-10	17	-3	-3	-8	·	-7
52	O=C(CSc1n[nH]c(-c2ccccn2)n1)Nc1ccccc1	1	0.4	-1	0	-2	-2	2	-2	-6
53	O=C(CSc1ccc(-c2ccco2)nn1)Nc1ccccc1	0	3.2	-3	15	-7	2	-8	-8	-10
54	Cc1cc(C)cc(OCC(=O)Nc2ccc(N3CCCCC3)cc2)c1	13	-0.3	0	-20	-35	1	3	3	-4
55	CC(C)[C@H](NC(=O)c1ccccc1)C(=O)Nc1ccc2c(c1)OCO2	-1	-0.1	-4	7	-5	-9	-8	-8	-7
56	CC(C)[C@H](NC(=O)c1ccccc1Cl)C(=O)OCc1cc([N+](=O)[O-])cc2c1OCOC2	4	4.4	-7	11	-22	15	-2	-5	1
57	Cc1nc(Cl)cc(N/N=C/c2ccc(O)cc2)n1	2	1.6	-5	8	-3	-11	-2	4	2
58	NC(=O)COC(=O)c1c2c(nc3ccccc13)CCCC2	6	0.8	5	6	-4	-20	-7	5	4
